Compound activity: PubChem, several laboratories
COUP-TFII inh – inhibitors of human COUP-TFII (NR2F2) | P24468 | HEK293T NGFI-A luciferase reporter, luminescence | inhibition, % at 8.6 µM | 370,000 compounds, 0.7% hits | AID 686940;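 active = inhibition above a per-plate cutoff, mean inhibition of test wells between control levels plus 3 SD, cut at about 38% in these data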;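 also: cells cotransfected with COUP-TFII expression vector driving the NGFI-A reporter; 0% = median of COUP-TF2 test wells and 100% = reporter-only cells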
Target sequence (P24468 whole entry, looked up): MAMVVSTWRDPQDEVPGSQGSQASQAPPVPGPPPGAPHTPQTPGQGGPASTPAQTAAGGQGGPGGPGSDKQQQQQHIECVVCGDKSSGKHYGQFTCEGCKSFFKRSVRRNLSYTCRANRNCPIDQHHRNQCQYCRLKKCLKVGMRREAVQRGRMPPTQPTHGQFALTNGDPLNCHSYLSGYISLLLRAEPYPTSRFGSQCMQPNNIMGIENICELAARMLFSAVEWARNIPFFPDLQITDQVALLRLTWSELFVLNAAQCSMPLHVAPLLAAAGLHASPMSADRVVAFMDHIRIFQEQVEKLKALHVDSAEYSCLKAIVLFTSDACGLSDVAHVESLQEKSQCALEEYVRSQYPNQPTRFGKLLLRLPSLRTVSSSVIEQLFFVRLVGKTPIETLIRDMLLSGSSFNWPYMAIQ
TRAIL sens C8 – caspase-8 TRAIL sensitization; AID 624354; inhibition (viability loss, TRAIL sensitization), % at 10 µM; NB7+C8 cells + TRAIL, ATPlite viability luminescence; 360,000 compounds, 1% hits;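 active = compounds causing at least 50% loss of cell viability in the single-dose screen, relative to plate controls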
TWEAK-Fn14 inh – blocks TWEAK-Fn14 interaction in a reporter cell assay; TWEAK-stimulated Fn14 reporter cells, luciferase luminescence, 8 h; 360,000 compounds, 2% hits; inhibition, % at 10 µM; in the data active = inhibition above about 50%
NCOA1 inh – human NCOA1 inhibition | HEK293 GAL4-SRC1 luciferase reporter, luminescence | AID 588354 | inhibition, % at 3.6 µM | 360,000 compounds, 0.12% hits;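 active = inhibition above the campaign mean plus 3 SD, with each screening campaign given its own cutoff, cut at about 60% in these data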;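 also: 0% = DMSO treated cells and 100% = gossypol at 36 µM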
TLR9-MyD88 inh – TLR9-MyD88 interaction inhibition; inhibition, % at 4.98 µM; AID 504734; 340,000 compounds, 0.21% hits; Q9NR96+Q99836; CHO BLA complementation TLR9-MyD88, CCF4 FRET ratio;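 active = inhibition above the mean over all tested compounds plus 3 SD, cut at about 21% in these data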;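 also: 0% = DMSO only wells and 100% = clavulanate BLA inhibitor control wells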
SRC3 inh – human NCOA3 inhibition; inhibition, % at 3.6 µM; HEK293 GAL4-SRC3 luciferase reporter, luminescence; 360,000 compounds, 0.17% hits; Q9Y6Q9;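 active = inhibition above a per-campaign cutoff, the mean of all compounds plus 3 SD, cut at about 60% in these data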;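 also: 0% = DMSO-treated cells and 100% = gossypol-treated cells at 36 µM; higher means less SRC3-driven luciferase light from the GAL4 reporter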
NCOA2 inhibitor – human SRC2 (NCOA2) inhibition; inhibition, % at 9 µM; HEK293 GAL4-SRC2 luciferase reporter, luminescence; Q15596; AID 651957; 370,000 compounds, 0.17% hits;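 active = inhibition above the mean inhibition of all tested compounds plus 3 SD, set per campaign, cut at about 52% in these data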;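 also: 0% = DMSO treated cells and 100% = cells given Gossypol at 36 µM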
NR5A2 inv ag – NR5A2 inverse agonism in reporter assay; O00482; HEK293T StAR-luciferase reporter, LRH-1 transfected, 24 h; inhibition, % at 3.6 µM; 360,000 compounds, 0.13% hits; AID 602396;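 active = inhibition above the mean inhibition of all tested compounds plus 3 SD, cut at about 73% in these data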;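 also: 0% = DMSO wells and 100% = reporter-only cells lacking LRH-1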
Target sequence (O00482 whole entry, looked up): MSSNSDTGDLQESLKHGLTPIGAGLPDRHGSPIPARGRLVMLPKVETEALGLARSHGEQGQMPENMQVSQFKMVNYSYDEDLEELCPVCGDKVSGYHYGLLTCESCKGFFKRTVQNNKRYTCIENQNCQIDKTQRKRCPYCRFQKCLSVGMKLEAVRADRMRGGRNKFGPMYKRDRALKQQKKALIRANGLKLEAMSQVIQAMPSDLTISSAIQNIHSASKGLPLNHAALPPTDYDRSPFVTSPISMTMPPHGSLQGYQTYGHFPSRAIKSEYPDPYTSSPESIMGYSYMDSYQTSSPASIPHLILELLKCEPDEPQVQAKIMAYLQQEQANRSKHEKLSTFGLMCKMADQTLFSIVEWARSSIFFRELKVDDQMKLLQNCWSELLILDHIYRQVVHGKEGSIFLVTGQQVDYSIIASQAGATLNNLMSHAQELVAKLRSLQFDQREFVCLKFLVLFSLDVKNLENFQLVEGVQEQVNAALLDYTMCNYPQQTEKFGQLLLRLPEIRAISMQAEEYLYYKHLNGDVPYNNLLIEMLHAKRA
EBV LMP1 NFkB – Epstein-Barr LMP1 NF-kappaB reporter inhibition | LMP1-induced NF-kappaB luciferase reporter cells, luminescence | 350,000 compounds, 0.69% hits | inhibition, % at 12.5 µM | AID 504558; in the data active = inhibition above about 41%; inconclusive = no clear call, values can overlap the other calls;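 also: 0% = neutral control wells and 100% = reference inhibitor control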
NOD2-RIPK2 inh – blocks binding of human NOD2 to RIPK2; O43353; CHO BLA complementation NOD2-RIPK2, CCF4 ratio; inhibition, % at 4.98 µM; 360,000 compounds, 0.38% hits; in the data active = inhibition above about 21%;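 also: 0% = vehicle only and 100% = reference blocker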
TROY NFkB inh – blocks TROY-dependent signaling in reporter cells; Q293 LMP1-TROYcd NF-kB luciferase reporter, 4 h; inhibition, % at 10 µM; 360,000 compounds, 0.98% hits; AID 1347056;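 active = compounds whose plate-normalised and pattern-corrected inhibition of the luciferase reporter signal at the single screening dose is 50% or more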
* hit, by the source's call; ? = inconclusive; . = not tested or not shown. An excerpt; the hit share may differ from the screen's.

Values run as follows: COUP-TFII inh	TRAIL sens C8	TWEAK-Fn14 inh	NCOA1 inh	TLR9-MyD88 inh	SRC3 inh	NCOA2 inhibitor	NR5A2 inv ag	EBV LMP1 NFkB	NOD2-RIPK2 inh	TROY NFkB inh
CCN(C[C@H]1N[C@@](C)(C(=O)OC)[C@H]2C(=O)N(C)C(=O)[C@@H]12)S(=O)(=O)c1ccc(C(F)(F)F)cc1
  2.3	-5.1	-5.9	-9.7	4.1	-12.2	11.0	-2.5	2.0	1.5	-13.6
CC(C)NCc1cccc([N+](=O)[O-])c1
  0.6	-8.0	4.7	-12.8	6.8	21.2	-1.5	10.5	-6.9	6.3	-1.3
CCOC(=O)CSc1nnc([C@H](C)NC(=O)OC(C)(C)C)o1
  -10.9	1.0	-16.9	1.9	-5.5	-13.7	9.0	-9.6	-1.6	-20.9	-8.0
O=C(O)CCSCc1ccccc1F
  16.2	-15.3	4.3	-6.6	9.7	8.9	-13.2	-3.6	-3.4	-0.8	1.7
Cc1sc2ncn(CC(=O)NCc3ccccn3)c(=O)c2c1S(=O)(=O)N1CCOCC1
  7.4	-7.3	-6.2	-13.3	-6.8	-1.2	-17.6	-11.4	-0.5	-2.5	-4.3
Cc1cc([N+](=O)[O-])c2[nH]c(C(=O)N/N=C/c3ccccc3C(=O)O)c(-c3ccccc3)c2c1
  -10.4	2.2	-18.8	0.0	0.3	7.3	-17.1	11.8	1.6	-4.5	24.0
Cc1cc(C(C)(C)C)cc(S(=O)(=O)Nc2ccc(C(=O)O)cc2)c1C
  19.6	5.9	3.5	16.6	1.3	8.4	20.7	-4.2	5.3	-15.0	2.1
O=[N+]([O-])/C=C\c1ccc(N2CCOCC2)cc1
  1.6	2.1	52.5*	-85.2	5.3	-78.1	-11.8	-145.9	?	44.8*	53.4*
C=CCNc1nc(-c2cccs2)c(CC(=O)O)s1
  -8.5	-5.5	-6.8	-4.6	-2.6	5.7	-11.3	-16.2	0.8	0.7	10.3
COc1ccc(C2CC(c3ccc(Br)cc3)Nc3nc(N)nn32)cc1 (stereo unspecified)
  12.9	-5.6	-4.3	-0.7	-1.7	-3.2	7.0	2.4	3.0	3.4	-11.0
CCn1c(CNC(=O)C(C)(C)C)nc2ccccc21
  6.6	-7.4	13.1	3.7	2.7	13.2	19.4	-21.7	-2.8	-0.2	-2.1
CC(C)c1ccc(CC(=O)N2CCC2(C)C(=O)NS(=O)(=O)c2ccc(F)cc2F)cc1 (stereo unspecified)
  -8.0	0.7	-1.4	5.2	.	-0.7	-37.9	6.1	.	14.2	-4.2
Cc1ccc(N2C(=O)N(CC(=O)NCc3ccccc3Cl)C(=O)C2C)cc1 (stereo unspecified)
  15.2	-2.3	6.8	-0.1	-7.7	15.6	3.2	14.6	-0.7	0.5	-12.4
Cc1c(CCOC(=O)c2cc([N+](=O)[O-])cc([N+](=O)[O-])c2)sc[n+]1CC(=O)c1ccc(Br)cc1
  1.1	-0.1	-17.0	7.0	-2.2	-18.3	0.2	10.4	-4.1	2.9	-1.0
Cc1ccc2c(COC(=O)CC3Sc4ccccc4NC3=O)cc(=O)oc2c1C (stereo unspecified)
  5.4	4.4	-17.7	-13.1	0.5	1.5	-30.8	-24.7	-8.0	-16.9	28.1
O=C(O)/C=C\C(=O)Nc1ccc(N2CCN(c3ccc(Cl)cc3)CC2)cc1
  12.9	4.5	2.2	-7.0	-9.2	-18.7	-0.1	-7.6	-2.0	2.4	-7.4
CCCCC[C@@H](C)N1C[C@@H](COCc2ccccc2)Oc2cc(N3CCC[C@@H]3COC)ccc2S1(=O)=O
  -6.2	3.2	-2.2	.	.	.	-12.6	-9.2	.	4.0	-34.9
CN(Cc1ccc(Cl)c(Cl)c1)C(=O)C1CC(=O)N(c2ccc3c(c2)OCCO3)C1 (stereo unspecified)
  11.7	-19.9	-9.2	9.8	-3.3	2.9	2.8	-12.1	-0.2	-5.6	5.5
CCOc1ccc(NC(=O)CN2CC(c3ccccc3)CC2=O)cc1 (stereo unspecified)
  -13.4	4.7	-11.7	-7.6	-8.6	-3.5	16.2	18.2	5.1	-14.2	-27.4
Cc1ccc(S(=O)(=O)N2[C@@H](c3cccc(C)c3)C(C(=O)O)=C[C@H]2CC2CCCC2)cc1
  20.1	8.3	10.5	-53.8	-3.7	8.4	10.3	6.2	0.5	0.7	1.0
CCN1CC2([N+](=O)[O-])CC=C(OC)C([N+](=O)[O-])(C1)C2 (stereo unspecified)
  4.0	16.6	73.2*	9.8	-9.9	-0.8	-8.0	9.8	-4.3	-8.1	-17.7
COc1ccccc1C(=O)Nc1nnc(SCC(=O)Nc2ccc3c(c2)oc2ccccc23)s1
  3.5	4.2	10.8	-114.7	-8.6	-78.6	-13.2	-17.4	-8.7	-0.4	-43.2
CCN1C(=O)[C@H]2[C@@H](c3ccc(C)cc3)N3C(=O)N(c4ccc(C)cc4)C(=O)[C@@]3(Cc3ccccc3)[C@H]2C1=O
  4.9	6.9	14.6	-14.8	-4.5	4.4	-37.0	-25.3	-7.7	-1.2	-15.3
O=C(Cn1nnc2ccccc2c1=O)NCCc1ccccc1
  -9.7	-5.0	1.6	-3.4	-1.4	-4.7	11.2	-14.3	1.6	-1.9	-8.1
O=C(O)CC(NC(=O)c1ccccc1NC(=O)c1ccccc1)C(=O)O (stereo unspecified)
  1.9	-4.3	-10.7	7.1	7.8	-12.4	-4.9	6.0	4.4	-5.3	-12.7
COc1ccc(Cc2nnc(NC(=O)Nc3ccccc3)s2)cc1OC
  -13.1	-11.7	-37.4	-1.8	6.2	-3.7	9.0	-4.3	2.6	-1.0	11.0
O=C(COC(=O)c1ccccc1Cl)NCc1ccco1
  -12.2	5.6	17.6	-5.6	13.6	-3.7	4.6	-5.1	0.6	8.0	-10.9
Nc1cc(C(=O)OCC(=O)N2CCN(C(=O)COC(=O)c3ccc(Cl)c(N)c3)CC2)ccc1Cl
  -15.7	3.1	-7.9	-6.8	2.4	13.2	12.4	6.6	-5.2	2.4	-1.8
CC(C)Oc1cccc(C(=O)NC(=S)Nc2cccc(NC(=O)c3ccccc3Cl)c2)c1
  -4.8	9.3	18.3	-15.3	-4.2	2.9	-11.4	-5.9	-0.5	-13.9	-1.1
CCN(CC)CCCNc1nc2cc(OC)c(OC)cc2c2nc(-c3cccnc3)nn12
  -6.2	25.4	-88.1	24.1	-1.2	40.0	-97.1	-0.8	-21.4	-11.9	-46.5

Next section, overlapping the part above by two compounds.
Values run as follows: COUP-TFII inh	TRAIL sens C8	TWEAK-Fn14 inh	NCOA1 inh	TLR9-MyD88 inh	SRC3 inh	NCOA2 inhibitor	NR5A2 inv ag	EBV LMP1 NFkB	NOD2-RIPK2 inh	TROY NFkB inh
CC(C)Oc1cccc(C(=O)NC(=S)Nc2cccc(NC(=O)c3ccccc3Cl)c2)c1
  -4.8	9.3	18.3	-15.3	-4.2	2.9	-11.4	-5.9	-0.5	-13.9	-1.1
CCN(CC)CCCNc1nc2cc(OC)c(OC)cc2c2nc(-c3cccnc3)nn12
  -6.2	25.4	-88.1	24.1	-1.2	40.0	-97.1	-0.8	-21.4	-11.9	-46.5
C[C@@H](CN1CCC(Cc2ccccc2)CC1)[C@@H](O)c1ccc(O)cc1
  3.3	5.8	-3.4	-9.1	2.5	14.7	0.9	15.2	1.2	-9.1	-2.5
CCCc1nnc(NC(=O)C2CCCO2)s1 (stereo unspecified)
  -10.7	-4.1	0.2	-52.9	-5.3	-51.1	-34.9	-63.1	-9.1	-5.9	-21.6
CC1CC(C)CN(CCCNC(=O)c2cc3c(s2)-c2ccccc2OC3)C1 (stereo unspecified)
  -6.6	11.1	-1.8	-10.0	-5.3	-7.2	-6.0	-25.5	-12.3	0.7	-31.1
CC(C)(C)c1ccccc1NC(=S)NC1CCCC1
  8.1	14.1	-7.9	11.3	2.6	-4.8	11.4	15.5	-1.5	-3.5	-11.3
Cc1ccc(NCN2C(=O)C3CC=CCC3C2=O)cc1 (stereo unspecified)
  -9.6	-13.0	-42.9	-9.1	-7.6	-16.2	-5.4	-6.1	-14.2	-1.4	-33.0
CCOC(=O)c1ccc2[nH]c3c(c2c1)CCCC3
  -35.3	22.0	-20.8	-47.5	1.9	-60.4	-76.5	-59.4	-30.9	-2.5	-38.7
CSCCC(NC(C)=O)C(=O)Oc1ccc2c3c(c(=O)oc2c1)CCCC3 (stereo unspecified)
  -1.7	16.9	-10.7	-5.5	-1.4	-36.9	-13.9	-1.1	12.9	-6.1	-21.7
O=C(O)c1sccc1S(=O)(=O)N1CCN(c2ccc(C(F)(F)F)cn2)CC1
  -3.2	-8.5	-8.6	-1.4	5.0	4.5	-4.5	2.9	1.3	-7.4	-11.3
CCOC(=O)CSc1nnc(-c2ccc(S(=O)(=O)N3CCOCC3)cc2)n1-c1ccccc1
  -9.7	4.1	4.8	-31.4	-10.8	3.4	-12.1	4.8	17.2	3.6	-14.4
Cn1c(=O)c2c(SCC(=O)Nc3ccccc3F)nc(C3CC3)nc2n(C)c1=O
  -6.0	49.6*	-12.7	6.9	6.3	7.8	-36.1	-10.7	5.5	-1.1	22.2
CNCC(=O)O
  -3.0	-6.9	5.0	13.5	4.8	2.3	-2.6	-27.5	-8.9	-6.4	-6.5
O=c1c(Cc2ccccc2)c(O)nc2n1CCS2
  -0.4	-0.9	-2.7	-28.1	-7.6	1.5	-20.2	-2.1	3.9	8.1	6.4
CC1CCCCC1NC(=O)COC(=O)COc1ccc(Cl)cc1 (stereo unspecified)
  -2.5	-9.3	3.7	-3.6	7.1	8.2	-17.8	-15.4	-2.9	-13.7	-30.6
O=C(NNC(=O)c1ccc(F)cc1)c1ccncc1
  -1.3	-0.6	7.0	8.3	-4.7	-29.0	-19.8	2.2	-1.2	11.6	10.4
COc1ccc(N2C(=O)C3CCCN3C2c2ccc(C)o2)cc1 (stereo unspecified)
  2.1	-2.5	1.9	-5.3	7.1	5.3	6.9	-26.8	-0.6	-11.9	-41.2
CC(C)(ONC(=O)Nc1ccccc1Cl)C(=O)O
  -4.8	9.2	1.6	4.8	1.6	16.5	-17.8	1.6	5.4	4.2	-9.6
c1ccc2c(c1)CCN(c1ncnc3nc[nH]c13)C2
  20.1	0.2	-13.4	6.8	-99.4	1.2	-3.8	-31.8	1.8	-3.1	7.3
O=C(Nc1ncc2c(n1)-c1ccccc1CC2)c1ccc(F)cc1
  26.3	0.6	22.8	3.6	-4.9	0.3	-0.5	1.7	-9.0	-10.1	-13.2
CS(=O)(=O)N1CCCC(C(=O)N2CCc3ccccc3C2)C1 (stereo unspecified)
  0.0	-16.1	-0.9	-32.9	14.8	-2.3	5.4	-11.2	-0.2	4.9	-7.8
COc1ccccc1CCNC(=O)c1cnn2c(C(F)F)cc(C)nc12
  2.5	-3.5	-17.3	-8.2	8.2	5.0	1.6	0.1	8.6	-1.4	4.9
COc1ccc(C(=O)NCCN(C)C)c2nc3ccccc3cc12
  -84.5	51.3*	-27.4	58.5	-7.6	-69.1	-320.6	60.4	36.4	7.5	-25.6
CCOC(=O)c1ccc(NC(=O)CC2C(=O)N(c3cccc(OC)c3)C(=O)N2CCOC)cc1 (stereo unspecified)
  8.8	-9.3	6.0	-12.4	-6.9	21.2	-10.3	-9.7	3.4	-5.7	-7.3
